Peg3 imprint: inducers of genomic imprint erasure in mouse ES cells; mouse ES Peg3-LacZ reporter, beta-gal luminescence, 40 h; Potency, µM (highest dose often 60.7 µM), for the others: at the top dose activity change, positive = activation, actives largely listed as activators; 0.02% of 110,000 active; AID 1948;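 also: 0% = negative control wells on the plate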
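Each well holds 300 Peg3LacZ-Neo (maternal) female ES cells incubated 40 h at 37C, 5% CO2. LacZ is measured by BetaGlo luminescence, with AC50 and maximum efficacy derived from dose-response curves.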
p53ts 32C kill: kills p53ts cells at the permissive temperature; 0.93% of 130,000 active; H1299-p53A138V at 32C, ATP luminescence viability, 24 h; Potency, µM (titrated, usually from 46.1 µM), without a hit: at the top dose activity change, negative = cytotoxicity, usual class: cytotoxic; AID 924;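 also: 0% = DMSO and -100% = full killing by reference compound; nearly all actives have a fitted effect of over 55% in size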
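ATP-content luminescence (ATPlite) read-out after 24 h compound exposure at 32C in H1299-p53A138V cells (600/well). Tested up to 46 uM. Normalized to DMSO (0%) and 100 uM tamoxifen (100% killing); Hill-fit AC50.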
p53ts 39C tox: cytotoxicity in p53ts cells at nonpermissive temperature; Potency, µM (titrated, usually from 46.1 µM), for inactives: at the highest dose activity change, negative = cell killing, hits mostly cytotoxic; H1299-p53A138V viability at 39C, ATP luminescence, 24 h; 1.5% of 130,000 active; AID 902; also: nearly all actives have a fitted effect of over 55% in size
IkB signaling: suppresses IkB signaling in ABC-DLBCL reporter cells; ABC-DLBCL IkBa-CBG/CBR dual luciferase ratio, 4 h; response scale: scaled: untreated 0%, proteasome inhibitor 100%; Potency, µM (top dose mostly 57.1 µM), inactives show at the top dose IkBa stabilization activation; 0.04% of 110,000 active; AID 445; active = well fitted curve in the direction sought with a large enough effect in the signal ratio, not every such curve was filed as active; inconclusive = small, poorly fitted or top-dose-only effect, or a change in a side signal; the % refers to the signal ratio;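 also: the direction sought is a rising ratio; 0% = basal untreated cells and 100% = reference inhibitor full response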
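Luminescence ratio of IκBα-fused green versus native red beetle luciferase in OCI-Ly3 cells, 4 h post-doxycycline with compound; red signal alone, scaled from basal (0%) to zero light (-100%), flagged nonspecific or cytotoxic effects.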
An asterisk follows results filed as active; ? = inconclusive; / = no result given; & = joins results of further samples; [ ] = dose if it differs, or a comment. Unless noted, calls follow the shape of the dose curve; as a rule, active = well fitted curve in the direction sought with a large enough effect; inconclusive = small, poorly fitted or top-dose-only effect, or another doubt; inactive = no such curve, though single readings can be large; an effect the other way counts as inactive or inconclusive. Unless noted, % is scaled to controls: 0 for no effect and ±100 for the full control effect; potency is read from the fitted curve at half-maximal effect.

Sample of the layout:
Results follow in this order: Peg3 imprint	p53ts 32C kill	p53ts 39C tox	IkB signaling
- CC(C)[C@@H](OCc1ccccc1)[C@H](C)/C=N\O[C@@H](C)c1cn([C@@H]2COC[C@@H]2O)nn1
  /	2%[9.22 µM]	-3%[9.22 µM]	/
- Cc1ccc(NC(=O)c2c3c(nc4ccccc24)C(=O)N(C2CCCCC2)C3)cc1F
  -6%[10.9 µM]	2%	-9%	-0.5%

The list itself, from the first entry:
Results follow in this order: Peg3 imprint	p53ts 32C kill	p53ts 39C tox	IkB signaling
- CC(C)[C@@H](OCc1ccccc1)[C@H](C)/C=N\O[C@@H](C)c1cn([C@@H]2COC[C@@H]2O)nn1
  /	2%[9.22 µM]	-3%[9.22 µM]	/
- Cc1ccc(NC(=O)c2c3c(nc4ccccc24)C(=O)N(C2CCCCC2)C3)cc1F
  -6%[10.9 µM]	2%	-9%	-0.5%
- c1ccc(-c2ccccn2)nc1
  -5%	4%&11%	-8%&-1%	-2.4%
- COC(=O)[C@H]1C(OC)[C@@H](OC(=O)c2cc(OC)c(OC)c(OC)c2)C[C@@H]2CN3CCc4c([nH]c5cc(OC)ccc45)[C@H]3C[C@H]21 (some centres undefined)
  2%	9%	-1%	/
- CO[C@@H]1COC(=O)C/C=C\[C@H](C)[C@H](OC)COC(=O)[C@H](C)NC(=O)C/C=C\[C@H]1C
  /	-8%[9.22 µM]	-5%[9.22 µM]	/
- CCOC(=O)c1c(NC(=O)c2cc(OCC)c(OCC)c(OCC)c2)sc2c1CCCCC2
  -3%[10.9 µM]	0%	-6%	1.9%
- CCOC(=O)c1ccc(NC(=O)C2CC2)cc1
  -15%	-15%	-13%	2.1%
- COc1cccc(NC(=O)Cn2cc(C(=O)c3ccc(F)cc3)c(=O)c3cc(OC)ccc32)c1
  -13%[10.9 µM]	8%	-4%	?
- Cc1csc2nc(CNC(=O)c3cccc(C(F)(F)F)c3)cn12
  0%	-7%	5%	-2.2%
- CCCCN(Cc1cc2cc(C)ccc2[nH]c1=O)C(=O)c1cccc(Cl)c1
  -10%[10.9 µM]	-2%	-11%	?
- c1cn(CCCNc2ncnc3sc4c(c23)CCC4)cn1
  -18%	7%	10%	-2.4%
- CCN(c1ccccc1)c1cc(C)nc2ncnn12
  -12%	3%	4%	-4.6%
- CC(C)c1ccc(C2N=C(N)Nc3nc4ccccc4n32)cc1 (centres undefined)
  -6%[10.9 µM]	2%	10µM*	?
- CCC(=O)N(Cc1cc2cc(OC)ccc2[nH]c1=O)c1ccccc1C
  -5%	-6%	3%	3.3%
- COc1ccc(Cc2nnc(SCC(=O)c3ccccc3)o2)cc1
  -10%	19%	5%	-0.1%
- COc1ccc(C(=O)OCCNC(=O)c2c(Cl)nc3ccccn23)cc1
  -16%	-10%	-12%	?
- C=C(C)Cc1c(C)nc(-c2ccccc2)[nH]c1=O
  -6%	-5%	9%	-1.9%
- O=C(c1ccc(S(=O)(=O)N2CCCCCC2)cc1)N1CCN(c2ccccn2)CC1
  -13%	4%	2%	0.4%
- COCCN1Cc2cccc(C(=O)Nc3cccc(C)c3C)c2C1=O
  -3%	-5%	-3%	1.2%
- CNC(=O)C1CCC(Cn2c(=O)c3sccc3n(Cc3cc(C)ccc3C)c2=O)CC1 (centres undefined)
  ?	4%	-3%	-0.9%

Part of the list above, as a markdown table.
| Compound | Peg3 imprint | p53ts 32C kill | p53ts 39C tox | IkB signaling |
| --- | --- | --- | --- | --- |
| CC(C)[C@@H](OCc1ccccc1)[C@H](C)/C=N\O[C@@H](C)c1cn([C@@H]2COC[C@@H]2O)nn1 | / | 2%[9.22 µM] | -3%[9.22 µM] | / |
| Cc1ccc(NC(=O)c2c3c(nc4ccccc24)C(=O)N(C2CCCCC2)C3)cc1F | -6%[10.9 µM] | 2% | -9% | -0.5% |
| c1ccc(-c2ccccn2)nc1 | -5% | 4%&11% | -8%&-1% | -2.4% |
| COC(=O)[C@H]1C(OC)[C@@H](OC(=O)c2cc(OC)c(OC)c(OC)c2)C[C@@H]2CN3CCc4c([nH]c5cc(OC)ccc45)[C@H]3C[C@H]21 (some centres undefined) | 2% | 9% | -1% | / |
| CO[C@@H]1COC(=O)C/C=C\[C@H](C)[C@H](OC)COC(=O)[C@H](C)NC(=O)C/C=C\[C@H]1C | / | -8%[9.22 µM] | -5%[9.22 µM] | / |
| CCOC(=O)c1c(NC(=O)c2cc(OCC)c(OCC)c(OCC)c2)sc2c1CCCCC2 | -3%[10.9 µM] | 0% | -6% | 1.9% |
| CCOC(=O)c1ccc(NC(=O)C2CC2)cc1 | -15% | -15% | -13% | 2.1% |
| COc1cccc(NC(=O)Cn2cc(C(=O)c3ccc(F)cc3)c(=O)c3cc(OC)ccc32)c1 | -13%[10.9 µM] | 8% | -4% | ? |
| Cc1csc2nc(CNC(=O)c3cccc(C(F)(F)F)c3)cn12 | 0% | -7% | 5% | -2.2% |
| CCCCN(Cc1cc2cc(C)ccc2[nH]c1=O)C(=O)c1cccc(Cl)c1 | -10%[10.9 µM] | -2% | -11% | ? |
| c1cn(CCCNc2ncnc3sc4c(c23)CCC4)cn1 | -18% | 7% | 10% | -2.4% |
| CCN(c1ccccc1)c1cc(C)nc2ncnn12 | -12% | 3% | 4% | -4.6% |
| CC(C)c1ccc(C2N=C(N)Nc3nc4ccccc4n32)cc1 (centres undefined) | -6%[10.9 µM] | 2% | 10µM* | ? |
| CCC(=O)N(Cc1cc2cc(OC)ccc2[nH]c1=O)c1ccccc1C | -5% | -6% | 3% | 3.3% |
| COc1ccc(Cc2nnc(SCC(=O)c3ccccc3)o2)cc1 | -10% | 19% | 5% | -0.1% |
| COc1ccc(C(=O)OCCNC(=O)c2c(Cl)nc3ccccn23)cc1 | -16% | -10% | -12% | ? |
| C=C(C)Cc1c(C)nc(-c2ccccc2)[nH]c1=O | -6% | -5% | 9% | -1.9% |
| O=C(c1ccc(S(=O)(=O)N2CCCCCC2)cc1)N1CCN(c2ccccn2)CC1 | -13% | 4% | 2% | 0.4% |

Going on with the list:
Results follow in this order: Peg3 imprint	p53ts 32C kill	p53ts 39C tox	IkB signaling
- CC(=O)Nc1cc(NC(=O)CCCC(=O)O)ccc1Cl
  4%	20%	14%	-2.5%
- Cc1cc(N(C)C)cc(C)[n+]1[O-]
  1%	-5%	-6%	0.9%
- CC(CCc1ccccc1)NC(=O)Cn1ncc2c3ccccc3n(Cc3ccc(F)cc3)c2c1=O (centres undefined)
  -3%[10.9 µM]	-5%	-3%	-1.6%
- CCc1ccc2oc(C(=O)NCC(c3ccc(OC)cc3)N3CCCCC3)c(C)c2c1 (centres undefined)
  -14%[10.9 µM]	0%	?	?
- COC(=O)c1c(NC(=O)CSc2nnnn2-c2ccc3c(c2)OCO3)sc(C)c1C
  /	3%	2%	0.1%
- CC(NC(=O)c1ccco1)C(=O)OCc1cccc(Cl)c1 (centres undefined)
  0%	3%	-13%	-0.9%
- COc1ccc(-c2nc(CCNC(=O)c3ccccc3)cs2)cc1OC
  -14%[10.9 µM]	-1%	-21%	-0.2%
- CNC(=O)c1cc(S(=O)(=O)N(C)C)ccc1Cl
  -8%	3%	2%	-2.2%
- NCCSc1nc(-c2ccccc2)c(-c2ccccc2)o1
  0%[10.9 µM]	-3%[9.22 µM]	7%[9.22 µM]	1.5%[11.4 µM]
- Cc1ccc2c(c1)N1C(=O)c3ccccc3C1C1=C(CC(C)(C)CC1=O)N2 (centres undefined)
  /	-19%	-2%	/
- Cc1ccc(Cn2c(C(=O)Nc3cccc(Cl)c3)cc3sccc32)cc1
  -4%[10.9 µM]	-9%	-11%	?
- CC(C)CCOc1cccc(OCC(=O)N(C)C2CCS(=O)(=O)C2)c1 (centres undefined)
  /	-7%	5%	5.4%
- O=C(O)C1CCCCC1C(=O)NCCc1c[nH]c2ccccc12 (centres undefined)
  1%	-5%	9%	7.0%
- COc1ccc(C(=O)Nc2cnc3ccccn3c2=O)cc1
  -36%[inhibitor][10.9 µM]	-23%	?	?
- CCOc1ccc(CNC(=O)c2ccc3nc(C(C)C)oc3c2)cc1
  -13%[10.9 µM]	-4%	-5%	1.5%
- CCc1c(CN2CCN(c3cccc(C)c3)C(C)C2)csc1C (centres undefined)
  -15%[10.9 µM]	0%	-28%	-1.4%
- O=c1cc(-c2ccccc2)nc2nc(CCc3ccccc3)[nH]n12
  -9%	13%	8%	4.7%
- NCC(=O)[C@@H](O)[C@H](O)[C@H](O)CO
  -5%[10.9 µM]	4%[9.22 µM]	4%[9.22 µM]	-0.6%[11.4 µM]
- C=CC1=C[C@@H](O)C2OC2C12OCCCO2 (some centres undefined)
  /	-2%[9.22 µM]	-4%[9.22 µM]	/
- O=C(CSc1nc2c([nH]c3ccccc32)c(=O)n1-c1ccccc1)c1ccccc1
  8%[10.9 µM]	2%	1%	-4.1%
- CCN(CCNS(=O)(=O)c1ccc2c(c1)oc(=O)n2C)c1ccccc1
  -14%	9%	-4%	10%
- O=C(CSc1nc2ccccc2c(=O)n1-c1ccc(F)cc1)Nc1ccc(N2CCOCC2)cc1
  /	-11%	4%	/
- CCCNc1cc(C)c(C#N)c2nc3ccccc3n12
  /	-2%	35%	/
- CSc1nc2c(c(=O)[nH]1)C(c1cccc(F)c1F)CC(=O)N2 (centres undefined)
  17%[10.9 µM]	?	2%	-0.2%
- COC(=O)[C@@]1(Cc2ccccc2)[C@H]2c3cc(C(=O)N(C)C)n(Cc4cc(F)c(F)c(F)c4)c3C[C@H]2CN1C(=O)c1ccccc1
  -31%[inhibitor]	47%[activator]	43%[activator]	/
- CC(C(=O)Nc1ncn[nH]1)N1C(=O)c2ccccc2C1=O (centres undefined)
  /	-13%	-9%	/
- COn1c(SCC(=O)N(C)C)nc2ccccc2c1=O
  -3%	-2%	8%	0.5%
- COc1ccc(CNC(=O)Cn2ccc3cc(S(=O)(=O)N4CCCC4)ccc32)c(OC)c1
  -5%[10.9 µM]	-8%	-12%	?
- O=C1NCC(COCc2ccccc2)O1 (centres undefined)
  /	12%	1%	/
- CC(=O)c1ccc(N2CCN(C(=O)C3(S(=O)(=O)c4ccc(Cl)cc4)CC3)CC2)cc1
  -18%	5%	1%	5.3%
- CN(C)CCN(Cc1ccccc1)S(=O)(=O)c1cccc2cccnc12
  -8%	1%	10%	-0.2%
- Cc1ccc(-n2ncc(C(=O)NCCN3CCc4ccccc4C3)c2C2CCN(C(=O)OC(C)(C)C)CC2)c(C)c1
  -6%[10.9 µM]	8%	-11%	?
- COCCn1c(C)cc(C(=O)CSc2n[nH]c(N)n2)c1C
  -10%	-2%	4%	2.0%
- CCOc1ccc(NC(=O)CN(c2ccc(Cl)cc2C)S(=O)(=O)c2ccccc2)cc1
  -14%[10.9 µM]	5%	-7%	0.4%
- O=C(Nc1ccccc1Cl)NC1(C(=O)N2CCCCC2)CCCCC1
  /	-4%	-1%	/
- N#Cc1ccc(CN2CCCC3(CCN(C(=O)c4cc(C(F)(F)F)cc(C(F)(F)F)c4)CC3)C2)cc1
  /	-2%	-3%	1.9%[11.4 µM]
- NC(=O)C[C@H](N)C(N)=O
  -19%[10.9 µM]	-5%[9.22 µM]	4%[9.22 µM]	0.9%[11.4 µM]
- Cc1cccc(-c2nc3cc(NC(=O)c4ccc(OCC(C)C)cc4)ccc3o2)c1
  -9%[10.9 µM]	3%	10%	12%
- Cc1nc(N2C(=O)c3oc4ccccc4c(=O)c3C2c2ccccc2F)sc1C (centres undefined)
  -7%[10.9 µM]	-2%	7%	1.1%
- CC1(C(=O)CSc2nc3ccccc3[nH]2)CCC(=O)O1 (centres undefined)
  /	0%	8%	/
- Cn1cnnc1SCC(=O)c1ccc2c(c1)CCCC2
  -37%[inhibitor]	-11%	-5%	3.5%
- CN(Cc1cccs1)C(=O)COc1ccc(-c2nnco2)cc1
  -9%	2%	-3%	1.9%
- c1ccc(CNc2ncnc3nc[nH]c23)cc1
  -9%[16.8 µM]	3%[20.6 µM]	4%[20.6 µM]	4.8%[25.6 µM]
- O=C(O)CCc1ccc(-c2cccs2)n1NC(=O)c1ccc(O)cc1
  8%	1%	13%	?
- Cc1c2c(nc3ccccc13)OCC2
  -8%	4%	11%	/
- CCC(Oc1ccccc1)C(=O)Nc1ccc(OCc2cc(=O)n3ccccc3n2)cc1 (centres undefined)
  22%[10.9 µM]	5%	-2%	-1.1%
- CC(C)=CCl
  -3%	-10%[1.84 µM]	5%	-0.9%
- COc1ccc(-c2oc3ncn4nc(-c5cccc(C)c5)nc4c3c2-c2ccc(OC)cc2)cc1
  16%[10.9 µM]	2%	10%	1.8%

Rows are unselected; any-hit rate near 1.8%.
